Compound activity: PubChem, The Scripps Research Institute Molecular Screening Center
ARFGAP1 inhibitor: rat ARFGAP1 inhibition. Arfgap1-stimulated ARF1 GTP hydrolysis, GDP FP detection. inhibition, % at 16.5 µM. hit rate 0.26% among 360,000. AID 651572;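 active = inhibition above a per-plate limit, mean inhibition of low control wells plus 3 SD, cut at about 25% in these data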;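 also: 0% = DMSO wells with enzyme and 100% = wells lacking Arfgap1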
Target sequence (Q62848 1-136 limits assumed): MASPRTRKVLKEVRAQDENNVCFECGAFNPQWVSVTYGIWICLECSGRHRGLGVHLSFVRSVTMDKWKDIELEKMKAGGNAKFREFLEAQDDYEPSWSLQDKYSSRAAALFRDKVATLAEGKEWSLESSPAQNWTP
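Material: rat Arfgap1 catalytic domain, aa 1-136; also added: human ARF1(Δ1-17)-GTP substrate; compound dosing: one concentration, 16.5 µM, DMSO 1.26%; incubation: GTP hydrolysis reaction 2 h at 25 °C; measured by: Tracer-displacement fluorescence polarization with EDTA stop, 620/688 nm; evaluation: % inhibition from polarization; repeats: one replicate per compound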
Tn6 DDE FP: disrupts Tn6 cyclic peptide binding to fibrin D-Dimer-E complex; P02675; Fibrin DD(E) TRITC-Tn6 fluorescence polarization displacement; inhibition, % at 8.3 µM; hit rate 0.21% among 370,000; AID 720509;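 active = inhibition above a per-campaign cutoff: mean of compounds within control limits plus 3 SD, cut at about 15% in these data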;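 also: 0% = median of all compound wells on the plate and 100% = blocking peptide control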
DDE Tn7 FP inh: disrupts Tn7 cyclic peptide binding to fibrin D-Dimer-E complex; P02675; FP displacement of FITC-Tn7 peptide from fibrin DD(E); 0% = median of compound wells per plate; inhibition, % at 8.3 µM; hit rate 0.13% among 370,000; AID 720508;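 active = inhibition above the mean of compounds falling within the control limits plus 3 SD of them, cut at about 14% in these data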;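 also: 0% = plate median of compound wells and 100% = 10 µM Aha-Tn7 peptide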
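Also added: labelled Tn7 tracer, 0.1 µM; Assay system: human fibrin DD(E) protein; Amount: 2 µM fibrin DD(E); Schedule: 10 min compound pre-incubation, 3 h probe incubation at room temperature; Repeats: one replicate per compound; Read-out basis: percent inhibition; Measured by: fluorescence polarization of the labelled Tn7 tracer.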
PLCb3 inh: PLC-beta3 (human) inhibition, primary screen; AID 720704; Purified PLC-beta3, fluorogenic substrate, fluorescence; hit rate 0.18% among 370,000; inhibition, % at 12.2 µM; in the data active = inhibition above about 11%;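 also: 0% = median of compound wells on plate and 100% = full blocker control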
ADAM10 inh: inhibitors of human ADAM10; recombinant ADAM10, EDANS/DABCYL FRET peptide cleavage, 3 h; hit rate 0.62% among 370,000; O14672; inhibition, % at 7 µM;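 active = inhibition above a per-campaign cutoff equal to the mean of compounds falling between control-based bounds plus 3 SD, cut at about 20% in these data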;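 also: 0% = DMSO wells while the 100% control is not disclosed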
TDP2 inh: TDP2 (human) inhibition, absorbance primary screen; O95551; recombinant TDP2, T5PNP hydrolysis, p-nitrophenol absorbance 415 nm; inhibition, % at 12.8 µM; hit rate 0.34% among 370,000;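 active = inhibition above the mean of all tested compounds plus 3 SD, set per campaign, cut at about 25% in these data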;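 also: 0% = DMSO with enzyme and 100% = buffer with substrate but no TDP2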
Target sequence (O95551 whole entry, looked up): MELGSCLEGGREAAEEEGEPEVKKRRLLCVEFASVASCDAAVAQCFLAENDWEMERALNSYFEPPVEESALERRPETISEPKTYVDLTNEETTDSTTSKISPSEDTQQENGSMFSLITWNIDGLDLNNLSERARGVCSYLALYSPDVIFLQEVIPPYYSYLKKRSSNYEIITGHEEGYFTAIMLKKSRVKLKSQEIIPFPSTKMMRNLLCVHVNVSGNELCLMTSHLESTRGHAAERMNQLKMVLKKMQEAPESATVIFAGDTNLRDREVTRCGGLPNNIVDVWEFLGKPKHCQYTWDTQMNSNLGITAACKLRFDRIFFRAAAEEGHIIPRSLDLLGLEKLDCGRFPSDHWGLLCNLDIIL
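Assay system: Recombinant human TDP2 | Quantity: 120 nM TDP2 per well | Incubation: 2 h at 37 °C | Signal: Epi absorbance | Evaluation: Percent inhibition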
SIAE inh: inhibitors of human sialic acid acetylesterase SIAE | hit rate 0.69% among 370,000 | SIAE FP-Rh probe binding, fluorescence polarization | AID 1053197 | Q9HAT2 | inhibition, % at 9.66 µM;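 active = inhibition above a cutoff: mean of compounds within the control limits plus 3 SD of those, cut at about 17% in these data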;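 also: 0% = plate median of compound wells and 100% = probe without SIAE protein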
Target sequence (Q9HAT2 whole entry, looked up): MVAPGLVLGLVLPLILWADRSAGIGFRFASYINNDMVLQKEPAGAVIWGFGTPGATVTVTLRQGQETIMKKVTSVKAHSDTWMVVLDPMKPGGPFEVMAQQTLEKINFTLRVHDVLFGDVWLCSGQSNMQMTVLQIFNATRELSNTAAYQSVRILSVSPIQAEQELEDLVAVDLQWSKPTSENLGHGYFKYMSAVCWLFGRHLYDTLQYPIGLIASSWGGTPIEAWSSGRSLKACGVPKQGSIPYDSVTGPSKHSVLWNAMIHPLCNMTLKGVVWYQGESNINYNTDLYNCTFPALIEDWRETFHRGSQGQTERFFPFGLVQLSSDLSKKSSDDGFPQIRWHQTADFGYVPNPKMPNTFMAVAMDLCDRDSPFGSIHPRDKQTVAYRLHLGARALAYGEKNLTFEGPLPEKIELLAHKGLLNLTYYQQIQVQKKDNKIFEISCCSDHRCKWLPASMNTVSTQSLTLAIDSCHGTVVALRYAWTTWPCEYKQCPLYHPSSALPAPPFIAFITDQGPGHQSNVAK
ASAP1 inh: ASAP1 ArfGAP inhibition; Q9ULH1; ASAP1-stimulated ARF1 GTP hydrolysis, GDP FP detection; inhibition, % at 16.5 µM; hit rate 0.19% among 360,000; in the data active = inhibition above about 25%;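 also: 0% = vehicle with enzyme and substrate and 100% = no enzyme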
PLCg1 inh: PLC-gamma1 (human) inhibition, primary screen. P19174. purified PLC-gamma1, fluorogenic substrate, fluorescence. inhibition, % at 12.2 µM. hit rate 0.84% among 370,000. AID 720700; in the data active = inhibition above about 9.5%
ADAM17 inh: inhibits human ADAM17; recombinant ADAM17, EDANS/DABCYL FRET peptide cleavage; inhibition, % at 6.95 µM; hit rate 0.83% among 370,000; AID 720648; P78536;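 active = inhibition above the mean of compounds lying between control limits plus 3 SD, set per campaign, cut at about 8.5% in these data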;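 also: 0% = DMSO-only wells as the low control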
Numbers without * were called inactive; i = inactive.

SMILES | ARFGAP1 inhibitor | Tn6 DDE FP | DDE Tn7 FP inh | PLCb3 inh | ADAM10 inh | TDP2 inh | SIAE inh | ASAP1 inh | PLCg1 inh | ADAM17 inh
C/C(Cl)=C/CSc1nc2c(c(=O)[nH]c(=O)n2C)n1C(C)C | 3 | 4 | 6 | 2 | 6 | -3 | 10 | -5 | 0 | -2
COc1ccc(-n2c(SCC(=O)N3CCC(C(=O)O)CC3)nc3ccccc3c2=O)cc1OC | 6 | 0 | -4 | -24 | -88 | 12 | -2 | -9 | -13 | -28
CCOC(=O)N(C)c1c(CC)nc2c(OCc3ccc(F)cc3)cccn12 | 9 | 0 | 0 | -2 | -6 | 2 | 6 | 5 | -1 | 0
COc1cc(OC)c2ccc(=O)oc2c1C(CC(=O)N1CCCC1)c1ccc(N(C)C)cc1 (stereo not drawn) | 5 | 1 | 3 | -155 | -60 | -3 | 5 | 3 | -105 | -21
Cc1c(Cl)cccc1NC(=O)CSC(N)=O | 5 | 4 | -3 | -4 | 11 | -5 | -6 | 4 | -1 | 0
Cc1cc(C)n(CCCNC(=O)c2ccc(S(=O)(=O)NCc3ccco3)cc2)n1 | 10 | 4 | 0 | 0 | -2 | 0 | -2 | 20 | -2 | -3
O=C(NCC(c1ccco1)N1CCN(c2ccccc2F)CC1)C1CCCCC1 (stereo not drawn) | -11 | 5 | -2 | -6 | -8 | -7 | 2 | -4 | 0 | -3
CCCCCCCCNS(=O)(=O)CCNCc1ccc(OC)cc1 | -2 | 0 | 0 | 2 | 1 | -8 | 7 | -27 | -2 | 3
COC(=O)c1ccc(NCc2cc(O)ccc2O)cc1 | 2 | 4 | 2 | -2 | -12 | 2 | 9 | -14 | -5 | -1
Cc1c(NC(=O)/C=C/c2cn(-c3ccccc3)nc2-c2ccccc2)c(=O)n(-c2ccccc2)n1C | -3 | -4 | -1 | 3 | 0 | 8 | -13 | -7 | 1 | -2
CCOC(=O)c1c(NC(=O)CSc2nnc3c(n2)[nH]c2ccc(F)cc23)sc(C(C)=O)c1C | -2 | 0 | -9 | 3 | 6 | -1 | 0 | 7 | 0 | 1
O=C(C1CCC(=O)N1Cc1ccccc1Cl)N1CCN(c2ccc(F)cc2)CC1 (stereo not drawn) | -7 | 4 | -6 | 3 | -8 | -5 | 4 | -15 | 0 | -3
N#Cc1c(-c2ccccc2)cc(-c2ccccc2)nc1SCc1nnc(-c2ccccc2)o1 | 9 | -5 | -7 | -1 | -13 | 8 | -9 | 2 | 1 | -5
COc1cc2sc(C)nc2cc1C | -15 | -3 | 6 | -5 | -3 | -8 | -1 | 1 | 0 | -5
CCOc1ccc(NC(=S)N2CCC(N(C)CCN3CCOCC3)CC2)cc1 | 3 | -8 | -5 | -1 | -5 | 7 | 7 | 15 | 0 | -3
CCN(c1ccccc1)S(=O)(=O)c1ccc(NC(=O)c2ccco2)cc1 | 2 | -5 | -12 | 0 | 10 | -8 | -8 | -5 | 0 | 1
Cc1c(C(=O)NCc2ccc3c(c2)OCO3)sc(=O)n1Cc1ccc(S(C)(=O)=O)cc1 | 13 | -7 | -4 | -3 | -11 | 2 | 3 | 1 | -1 | -3
COc1ccccc1NC(=O)CCC(=O)OCc1cccc([N+](=O)[O-])c1 | -8 | 0 | 5 | 0 | -3 | -4 | 2 | 3 | 1 | 2
COc1cc(N=Nc2cccc(S(N)(=O)=O)c2)c2ccccc2c1N | 5 | -26 | 10 | -23 | 13 | 1 | 26* | 14 | -14 | 0
CCOC(=O)/C=C1/SCC(=O)N1CC(=O)Nc1ccc2c(c1)CCC2 | -4 | -3 | 5 | -1 | 3 | -5 | -2 | 8 | 4 | 3
O=C(Nc1cccc(-c2nnc(-c3ccco3)o2)c1)C(c1ccccc1)c1ccccc1 | 8 | 3 | 4 | 1 | -3 | 8 | -130 | 5 | 0 | -1
O=[N+]([O-])c1ccc2c(c1)nc1n2CCN(CC2CCCO2)C1 (stereo not drawn) | -9 | 1 | 2 | -2 | -5 | -4 | -2 | 4 | -2 | -2
CC1CCCN(S(=O)(=O)c2ccc(NC(=O)CN3C(=O)NC(C)(c4ccccc4)C3=O)cc2)C1 (stereo not drawn) | 14 | 5 | 5 | -9 | 20* | -9 | -22 | 11 | 4 | 5
O=c1cc2c(nn1Cc1ccc(Cl)cc1Cl)-c1ccccc1CC2 | -2 | -8 | -2 | -1 | -2 | -1 | -2 | -3 | 0 | -2
COc1cc2c(cc1OC)C(C)N(CCN1C(=O)c3ccccc3C1=O)CC2 (stereo not drawn) | 0 | 5 | -3 | -6 | -5 | 6 | 10 | -3 | 1 | -4
(list continues)
SMILES | ARFGAP1 inhibitor | Tn6 DDE FP | DDE Tn7 FP inh | PLCb3 inh | ADAM10 inh | TDP2 inh | SIAE inh | ASAP1 inh | PLCg1 inh | ADAM17 inh
C=CCOc1nc(-c2ccccc2Cl)nc2ccccc12 | -2 | -2 | 6 | -4 | 14 | -9 | -1 | -2 | 5 | 1
O=C(CCSc1nnc(-c2ccc(O)cc2)o1)N1CCOCC1 | 1 | -2 | -1 | -2 | -1 | 4 | -2 | -13 | 3 | -5
Cc1ccc(S(=O)(=O)/N=C(/Nc2ccc3[nH]c(=O)[nH]c3c2)c2ccccc2)cc1 | 3 | 1 | -8 | -1 | -5 | -2 | 2 | -7 | -2 | 0
OCC1(Cc2ccccc2)CCCN(C2CCCC2)C1 (stereo not drawn) | -7 | -8 | 1 | 8 | -5 | -3 | -3 | 2 | 1 | -2
COc1ccc(Nc2nc(N3CCOCC3)nc(N3CCOCC3)n2)cc1Cl | -2 | 5 | 4 | -4 | -2 | -1 | 12 | -6 | -3 | -2
COC(=O)c1cc2ccsc2n1Cc1cc(=O)n2ccccc2n1 | -6 | -3 | -5 | -23 | -4 | -3 | 2 | 3 | -23 | -3
Brc1ccc(-c2nc3ncccn3c2Nc2ccc3c(c2)OCCO3)o1 | -4 | -2 | 2 | -82 | -5 | -11 | 12 | 8 | -82 | -1
CC(=O)Nc1ccc(C(=O)OCCC(C)C)cc1 | 0 | 5 | -5 | 3 | 1 | 1 | 4 | -6 | -1 | 1
O=C(CSc1nc(N2CCOCC2)nc(N2CCOCC2)n1)Nc1ccccc1F | 0 | -4 | -4 | -10 | -7 | 6 | 2 | -20 | 3 | -4
COc1ccccc1C(=O)COC(=O)CSCC(=O)Nc1cc(C)on1 | -4 | 0 | 2 | -10 | -14 | -1 | -10 | -6 | -5 | -8
O=C(NC(CO)(CO)CO)[C@@H]1CCCN1S(=O)(=O)c1cccc2cccnc12 | 0 | -2 | -2 | 4 | -4 | -6 | 7 | 3 | 0 | -2
COC(=O)[C@@]12C[C@@H](CC(=O)NCC3CCCCC3)C(=O)N(Cc3ccccc3)C1=CCC(C)(C)C2 | -8 | -1 | 0 | -1 | -9 | -4 | 4 | -5 | 4 | -5
O=C(CCS(=O)(=O)Cc1ccccc1)NCc1ccco1 | -2 | -3 | -1 | 2 | -4 | 4 | -1 | 7 | 2 | -2
C=C(C)C1CC=C(C)/C(=N/NC(=O)CCCNc2cccc(C)c2)C1 (stereo not drawn) | 5 | 2 | 4 | -5 | -6 | -16 | 2 | 2 | -2 | -5
COC(=O)c1ccccc1NC(=O)Nc1cc(C(C)(C)C)on1 | 10 | 6 | 7 | -8 | -27 | 4 | 5 | -3 | -2 | -5
COC(=O)/C=C/C(=O)NCc1ccco1 | -1 | -1 | -3 | 4 | 10 | 1 | -1 | -11 | 6 | -1
CCOc1ccc(NC(=O)N2CCC(c3nc4ccccc4[nH]3)CC2)cc1 | 9 | -13 | -1 | 0 | -11 | -3 | 2 | -4 | -1 | -2
CC(=O)n1c(-c2ccccc2)c(CO)c2ccccc21 | 5 | 3 | 5 | -2 | 0 | 2 | 4 | 11 | 1 | 4
O=C1C(=Cc2cccs2)Oc2ccccc21 | 1 | -1 | 7 | -18 | 1 | -9 | -5 | 14 | -11 | -1
CCc1nc2c(OCc3ccc(F)c(F)c3)cccn2c1N(C)C(=O)C(C)C | -1 | 6 | 9 | 0 | -10 | 2 | 0 | 4 | -1 | -1
COc1ccc(N(C(=O)C(C)C)S(=O)(=O)c2cccc([N+](=O)[O-])c2)cc1 | -10 | -1 | -1 | 0 | -8 | -13 | 6 | -7 | -1 | -5
COc1ccc2c(c1)CCCC21SC(NC(C)=O)=NN1C(C)=O (stereo not drawn) | 6 | 3 | 4 | -2 | 3 | -8 | -9 | -4 | 0 | -3
Cc1ccc2c(c1)N(CC(=O)N1CCc3ccccc3C1)C(=O)CO2 | -7 | -2 | 2 | -1 | 0 | -5 | -1 | -6 | -1 | -3
COc1ccc(/C(O)=C2\C(=O)C(=O)N(c3cc(C)on3)C2c2ccc(OC)c(OC)c2)cc1OC (stereo not drawn) | -7 | 11 | 6 | 0 | 6 | 6 | -3 | 6 | -2 | -5
Cc1cc(Br)c(NC(=O)COC(=O)C2CCCCC2)c(Br)c1 | -9 | 0 | 0 | -4 | -12 | 1 | 1 | -7 | -3 | 0
O=[N+]([O-])c1ccc(-n2cc(-c3ccccc3)nn2)cc1 | 9 | 0 | -1 | -5 | -3 | 16 | -4 | -5 | 0 | -2
CCOC(=O)[C@]12CCCC=C1N(Cc1cccc3ccccc13)C(=O)[C@H](CC(=O)NCCCCc1ccccc1)C2 | 15 | -5 | -3 | 4 | 8 | -2 | -4 | 6 | 6 | 8
O=C(COC(=O)c1n[nH]c(=O)c2ccccc12)c1ccc(Br)cc1 | 12 | 2 | 2 | 3 | -8 | -12 | -11 | 4 | -3 | -39
CC(C)Cn1c(-c2ccccc2F)n[nH]c1=S | 0 | 2 | 2 | -72 | -12 | -4 | 0 | -3 | -63 | -6
Fc1ccc(-c2nc3ccccn3c2NCc2ccc3c(c2)OCO3)cc1 | -5 | 3 | -13 | i | -294 | -10 | 0 | 6 | i | -97

Shown with the structure last: part of the list above.
ARFGAP1 inhibitor	Tn6 DDE FP	DDE Tn7 FP inh	PLCb3 inh	ADAM10 inh	TDP2 inh	SIAE inh	ASAP1 inh	PLCg1 inh	ADAM17 inh	Structure
-7	-2	2	-1	0	-5	-1	-6	-1	-3	Cc1ccc2c(c1)N(CC(=O)N1CCc3ccccc3C1)C(=O)CO2
-7	11	6	0	6	6	-3	6	-2	-5	COc1ccc(/C(O)=C2\C(=O)C(=O)N(c3cc(C)on3)C2c2ccc(OC)c(OC)c2)cc1OC (stereo not drawn)
-9	0	0	-4	-12	1	1	-7	-3	0	Cc1cc(Br)c(NC(=O)COC(=O)C2CCCCC2)c(Br)c1
9	0	-1	-5	-3	16	-4	-5	0	-2	O=[N+]([O-])c1ccc(-n2cc(-c3ccccc3)nn2)cc1
15	-5	-3	4	8	-2	-4	6	6	8	CCOC(=O)[C@]12CCCC=C1N(Cc1cccc3ccccc13)C(=O)[C@H](CC(=O)NCCCCc1ccccc1)C2
